From PubChem
MBD2 inh – blocks human MBD2 binding to methylated DNA; inhibition, % at 4.4 µM; AID 686964; Q9UBB5; TR-FRET, MBD2 binding to methylated oligonucleotide; 0.31% of 370,000 active; in the data active means inhibition above about 13%
Target sequence (Q9UBB5 whole entry, looked up): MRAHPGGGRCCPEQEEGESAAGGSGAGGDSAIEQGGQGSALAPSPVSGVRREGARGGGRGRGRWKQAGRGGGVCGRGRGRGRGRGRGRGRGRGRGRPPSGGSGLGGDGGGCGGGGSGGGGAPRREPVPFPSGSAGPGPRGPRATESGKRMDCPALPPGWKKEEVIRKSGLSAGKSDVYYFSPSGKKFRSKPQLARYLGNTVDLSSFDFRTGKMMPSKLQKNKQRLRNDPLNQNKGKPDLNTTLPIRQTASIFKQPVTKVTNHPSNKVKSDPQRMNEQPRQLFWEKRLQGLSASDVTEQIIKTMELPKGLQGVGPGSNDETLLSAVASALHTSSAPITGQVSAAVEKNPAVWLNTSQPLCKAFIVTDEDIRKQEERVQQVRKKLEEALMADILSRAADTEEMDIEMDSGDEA
TDP2 absorb – TDP2 (human) inhibition, absorbance primary screen. recombinant TDP2, T5PNP hydrolysis, p-nitrophenol absorbance 415 nm. inhibition, % at 12.8 µM. 0.34% of 370,000 active;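 active means inhibition above the mean of all tested compounds plus 3 SD, set per campaign, cut at about 25% in these data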;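 further: 0% = DMSO with enzyme and 100% = buffer with substrate but no TDP2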
Target sequence (O95551 whole entry, looked up): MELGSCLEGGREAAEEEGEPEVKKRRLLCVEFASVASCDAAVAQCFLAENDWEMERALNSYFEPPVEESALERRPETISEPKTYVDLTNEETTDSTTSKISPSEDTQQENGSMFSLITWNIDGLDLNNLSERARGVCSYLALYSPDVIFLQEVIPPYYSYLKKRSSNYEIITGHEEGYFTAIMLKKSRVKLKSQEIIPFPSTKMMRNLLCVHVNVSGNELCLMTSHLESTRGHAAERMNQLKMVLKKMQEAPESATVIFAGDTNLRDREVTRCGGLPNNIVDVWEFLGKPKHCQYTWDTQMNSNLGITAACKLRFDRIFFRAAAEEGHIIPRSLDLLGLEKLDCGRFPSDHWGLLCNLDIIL
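Incubation: 2 h at 37 °C; Test system: recombinant human TDP2; Quantity: enzyme 120 nM; Read-out basis: percent inhibition; Medium: 50 mM Tris-HCl pH 7.5 with Mg2+, KCl, DTT, BSA; Repeats: single replicate; Compound: 12.8 µM single point, 1% DMSO; Signal: epi absorbance; Reagent: 5 mM T5PNP chromogenic substrate; Benchmarks: no-enzyme high, DMSO-plus-enzyme low.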
Tn6 DDE FP – inhibitors of Tn6 peptide binding to human fibrin DD(E); P02675; inhibition, % at 8.3 µM; AID 720509; Fibrin DD(E) TRITC-Tn6 fluorescence polarization displacement; 0.21% of 370,000 active;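 active means inhibition above a per-campaign cutoff: mean of compounds within control limits plus 3 SD, cut at about 15% in these data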;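 further: 0% = median of all compound wells on the plate and 100% = blocking peptide control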
Tn7 DDE FP – disrupts Tn7 cyclic peptide binding to fibrin D-Dimer-E complex | P02675 | FP displacement of FITC-Tn7 peptide from fibrin DD(E); 0% = median of compound wells per plate | inhibition, % at 8.3 µM | 0.13% of 370,000 active | AID 720508;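 active means inhibition above the mean of compounds falling within the control limits plus 3 SD of them, cut at about 14% in these data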;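 further: 0% = plate median of compound wells and 100% = 10 µM Aha-Tn7 peptide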
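Assay system: human fibrin DD(E). Input: DD(E) 2 µM final. Medium: Tris buffer with calcium and detergent, pH 7.8. Compound dosing: single point at 8.3 µM. Timing: 10 min plus 3 h, room temperature. Technique: fluorescence polarization of the labelled Tn7 tracer. Read-out: percent inhibition. Replicates: singlicate testing.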
LEDGF integ inh – blocks HIV-1 LEDGF/p75-dependent DNA integration. TR-FRET IN-LEDGF/p75 DNA integration, Eu/Cy5. 0.64% of 370,000 active. inhibition, % at 3.7 µM. AID 743269;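 active means inhibition above the screen-wide mean plus 3 SD, cut at about 13% in these data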;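 further: signal is the Cy5 over europium emission ratio at 671 and 618 nm; 0% = plate median of compound wells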
UHRF1 binding – blocks human UHRF1 binding to methylated DNA | inhibition, % at 4.4 µM | 0.75% of 370,000 active | UHRF1 binding to methylated oligo, TR-FRET | Q96T88; in the data active means inhibition above about 21%;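 further: UHRF1 SRA domain binding a hemimethylated CpG hairpin DNA probe; 0% = median of test compound wells and 100% = reference inhibitor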
TCR-CD3 inh – blocks the human TCR-CD3 interaction; TAMRA-labeled TCR probe fluorescence, biochemical; inhibition, % at 9.4 µM; 0.37% of 360,000 active; AID 651800; in the data active means inhibition above about 19%;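 further: recombinant mutant TCR 2C K166C tagged with TAMRA read by polarization; 0% = receptor in buffer alone and 100% = receptor with positive control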
PRMT1 inh – inhibitors of human PRMT1. AID 652257. recombinant PRMT1, activity-based probe fluorescence polarization. Q99873. 1.3% of 370,000 active. inhibition, % at 2.79 µM;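 active means inhibition above about 21% made by adding two undisclosed values, limit read from the data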
KLK7 zymogen act – activates the human kallikrein-7 zymogen; purified proKLK7, EDANS-DABCYL substrate fluorescence; 100% is mature enzyme control, 0% vehicle; activation, % at 7 µM; 0.9% of 370,000 active; AID 652039;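 active means activation above the mean of all tested compounds plus 3 SD, computed per campaign excluding outliers beyond control limits, cut at about 13% in these data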
Target sequence (P49862 whole entry, looked up): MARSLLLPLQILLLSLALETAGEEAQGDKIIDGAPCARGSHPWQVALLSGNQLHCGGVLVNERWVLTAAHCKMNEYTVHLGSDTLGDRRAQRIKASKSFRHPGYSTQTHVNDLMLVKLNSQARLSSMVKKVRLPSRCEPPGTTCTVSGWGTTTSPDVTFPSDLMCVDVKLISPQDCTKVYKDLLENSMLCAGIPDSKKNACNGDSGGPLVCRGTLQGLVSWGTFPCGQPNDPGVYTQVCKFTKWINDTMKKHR
SIAE primary – blocks human sialic acid acetylesterase. AID 1053197. inhibition, % at 9.66 µM. 0.69% of 370,000 active. SIAE FP-Rh probe binding, fluorescence polarization;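 active means inhibition above a cutoff: mean of compounds within the control limits plus 3 SD of those, cut at about 17% in these data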;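 further: 0% = plate median of compound wells and 100% = probe without SIAE protein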
* hit, by the source's call; nt = no result given.

MBD2 inh	TDP2 absorb	Tn6 DDE FP	Tn7 DDE FP	LEDGF integ inh	UHRF1 binding	TCR-CD3 inh	PRMT1 inh	KLK7 zymogen act	SIAE primary	molecule
0	-2	4	6	-1	3	7	0	9.0	4	COc1ccc2oc(=Nc3ccccc3)c(-c3nc4ccccc4[nH]3)cc2c1
-6	-17	-7	-3	9	2	-5	-6	-0.1	-2	CC(C)c1ccc(NC(=O)c2cccc(NC3=NC4CS(=O)(=O)CC4S3)c2)cc1 (stereo unspecified)
-8	3	-1	-2	2	1	5	0	1.0	14	COc1ccc(/C=N/OC(=O)Nc2ccc(Cl)cc2)c(OC)c1
2	-6	7	2	-8	1	-2	2	0.5	2	O=C(COc1ccc(Cl)cc1Br)N1CCN(c2ncccn2)CC1
-1	4	-1	7	-2	-1	-2	-1	0.5	-6	CC(=O)c1cnc(N(C)C)s1
3	-2	-9	7	-9	1	-2	16	0.1	2	COc1cccc(-n2cnc3sc(-c4ccccc4)cc3c2=O)c1
-1	-9	0	-3	-2	4	-5	3	-0.6	-2	Cc1nnc(SCC(=O)Nc2cccc(S(=O)(=O)N3CCCC3)c2)n1C1CC1
-2	-6	-10	-4	6	-2	-5	-3	-1.0	-14	COc1ccc(CC(N)c2csc(NC(=O)Nc3ccccc3-c3ccccc3)n2)cc1 (stereo unspecified)
-3	-12	5	2	1	-1	4	-2	-0.5	-14	CS(=O)(=O)N1CCN(C(=O)c2cccnc2)CC1
1	7	1	5	-1	-2	3	1	0.3	0	O=[N+]([O-])c1cccc(CON=Cc2ccccc2O)c1
2	3	-1	-2	-1	-3	5	-2	-0.1	2	O=C(NCC1COc2ccccc2O1)C1C2C=CC3(CN(Cc4cccs4)C(=O)C13)O2 (stereo unspecified)
0	-11	-5	5	-7	0	-4	3	-2.1	-21	O=C(N/N=C/c1cccs1)c1cc(-c2ccc(Cl)s2)[nH]n1
2	-3	2	-9	6	0	4	-1	0.8	-1	Cc1ccccc1C(=O)N[C@H](C(=O)N1CCC[C@H]1C(=O)NC1CCCC1)C1CCCCC1
3	-22	2	4	4	1	1	-1	0.6	-14	N#CC1(NC(=O)COC(=O)CCN=C2NS(=O)(=O)c3ccccc32)CCCCC1
0	7	-2	-4	1	3	-5	2	0.6	-11	CCOC(=O)c1nn(-c2ccccc2C)c2nc(-c3ccc(Cl)cc3)c(C#N)c(=O)n12
0	9	4	-4	3	-4	7	-2	0.0	2	Cc1ccc(NC(=O)N(CCC#N)Cc2ccccc2)cc1
7	-2	-1	-5	-2	3	-1	3	-3.0	7	CCN(CC)P(=O)(Nc1ccc(SC(F)F)cc1)c1ccc(N(C)C)cc1NC(=O)c1ccco1 (stereo unspecified)
2	15	-4	4	-6	0	3	0	-0.1	2	CN(CC(=O)NCc1ccc2c(c1)OCO2)S(=O)(=O)c1ccc(Cl)cc1
2	-1	6	-3	-2	1	0	1	0.1	5	O=C(C(=O)N1CCN(Cc2ccccc2)CC1)c1c[nH]c2ccccc12
3	-18	-2	-4	-4	8	-5	4	-0.2	-3	CCOC(=O)/C(C#N)=C\c1ccc(O)c(OC)c1
1	-2	-9	3	6	-2	2	-3	-0.2	-2	CCOc1ccc(NC(=O)CN(c2ccc(OCC)cc2)S(=O)(=O)c2c(C)[nH]c(=O)[nH]c2=O)cc1
-2	-5	1	-1	2	2	0	-2	0.3	1	O=C(Nc1cc(S(=O)(=O)N2CCOCC2)ccc1N1CCCC1)c1cc(=O)[nH]c2ccccc12
-4	-13	2	2	-1	2	-4	-1	-0.2	6	CC(=O)c1cccc(CN2CCN(C(C)C)C(CCO)C2)c1 (stereo unspecified)
1	5	3	8	-3	0	-1	4	-0.5	1	O=C(CSc1nnc2ccccn12)N1CCc2ccccc2C1
-1	5	-1	3	1	-1	-12	3	0.3	3	CCCOC(=O)C1[C@H]2C(=O)N(C(C)c3ccc(OC)cc3)C[C@]23C=C[C@H]1O3 (stereo partly specified)
-3	1	-5	4	1	0	2	-2	-0.1	-1	O=c1cc(CN2CCN(CCO)CC2)c2cc3c(cc2o1)CCC3
-3	2	4	-7	1	-2	6	-1	-0.3	-4	CCCC(=O)NC(=S)Nc1ccc(C(C)=O)cc1
0	-3	8	5	0	-3	5	0	-0.2	-7	CCN(C(=O)CSc1nnc(-c2ccc(F)cc2)c2ccccc12)C1CCS(=O)(=O)C1 (stereo unspecified)
-1	-7	-8	7	-1	2	10	-1	0.7	6	CCC1=C(OC(=O)N(CC)CC)N2C(=O)OC(=NCC(=O)OC)[C@]2(Cc2ccccc2)[C@H]2C1=CC[C@H]1C(=O)N(CC(=O)OC)C(=O)[C@H]12
-1	-1	4	6	-3	-2	3	-2	0.2	2	CC(C)(C)C(=O)N1CCC[C@H]1C(O)(c1ccccc1)c1ccccc1
7	2	0	2	-4	4	-8	3	0.2	2	CC(C)n1cc([C@@H]2C[C@H]3CN(Cc4cccc(Cl)c4)C(=O)[C@]34CCCN24)cn1
-1	-6	4	-1	1	2	-5	1	0.1	-2	O=C(O)C(Cc1ccccc1)NS(=O)(=O)c1ccc2c(c1)OCCO2 (stereo unspecified)
0	2	-1	5	-2	0	3	1	0.4	1	CCCOc1ccc(N2C(=O)CC(NCc3ccncc3)C2=O)cc1 (stereo unspecified)
-5	0	-4	4	-4	0	2	6	-4.4	-10	COC(=O)C1=C(C)N(Cc2ccccc2C(F)(F)F)C(=NCc2ccc(C(F)(F)F)cc2)NC1c1cccc(F)c1 (stereo unspecified)
0	8	3	-11	-1	-2	9	0	0.1	-1	Nn1c(SCC(=O)Nc2nc3ccccc3s2)nncc1=O
8	-1	-4	3	1	5	5	2	0.3	-9	O=C(CCCc1ccccc1)NCCN1CCOCC1
1	4	1	-3	5	-4	4	-5	-0.1	12	O=C(NNC(=S)Nc1ccccc1C(F)(F)F)c1cccnc1
-8	-4	-6	-6	4	1	5	-3	-0.1	1	O=C(NC1CC1)c1ccc2nc([C@H]3C[C@H](O)[C@@H](CO)O3)[nH]c2c1
-3	2	5	6	-4	-2	-2	2	-0.6	2	CCOP(=O)(OCC)/C(C#N)=C/c1c[nH]c2ccccc12
-1	-4	2	-7	1	2	-8	-4	-0.3	-4	Cc1ccc(S(=O)(=O)NCCSc2nnnn2-c2ccc(C(N)=O)cc2)cc1
2	6	-1	1	1	1	6	1	0.4	5	Cc1ccc(NC(=O)c2cc([N+](=O)[O-])ccc2Cl)c(O)c1
-3	8	-1	-3	-2	1	-9	3	0.7	-1	Cc1ccc(C(C(=O)NC(C)(C)C)N(Cc2ccco2)C(=O)CCC(=O)Nc2ccccn2)cc1 (stereo unspecified)
6	12	2	0	1	12	1	0	0.1	-4	CCSc1cc(C)nc2c(-c3ccccc3)cnn12
3	2	1	3	-3	-1	-6	2	-0.1	-9	N#CCC(=O)Nc1ccc(C(=O)NCC2(N3CCOCC3)CCCCC2)cc1
1	4	-5	0	-1	15	0	20	-3.7	-5	Cc1ccc(Cc2c(-c3ccco3)nc3c4ccccc4ccn23)cc1
0	0	6	0	-5	2	-8	3	0.2	-2	CC1CCCN(C(=O)COC(=O)c2cccc(NS(=O)(=O)c3ccccc3)c2)C1 (stereo unspecified)
7	-7	-4	1	0	1	4	1	0.2	1	COc1ccc(F)cc1S(=O)(=O)NC1CC(C)(C)NC(C)(C)C1
1	5	6	4	3	-2	0	1	0.5	3	Cc1ccc(C)c(OCCC(=O)OCC(=O)NNC(=O)c2ccccc2)c1
-5	5	-3	6	2	-2	2	-5	-0.2	-9	CNc1ccccc1C(=O)OC
-6	8	4	0	-1	0	3	-3	0.6	-2	O=C(C(=O)N1CCN(CCN2CCOCC2)CC1)c1ccccc1
-3	-4	-7	-5	-2	1	17	3	0.0	-2	O=C(NC(=S)Nc1cc([N+](=O)[O-])ccc1O)C1CC1
-7	16	4	-5	-1	0	11	0	-0.5	12	CCC(=O)c1ccc(OCC(=O)OCC(=O)NCC2CCCO2)cc1 (stereo unspecified)
-5	-6	0	3	-5	1	-5	2	-0.1	-1	COc1cccc(-c2nnc(NC(=O)CCS(=O)(=O)c3ccc(C)cc3)o2)c1
6	-10	-2	7	3	2	-3	7	0.7	-4	Cc1ccccc1S(=O)(=O)/N=C(/c1ccccc1)N1CCOCC1
-6	-8	2	-2	4	-11	nt	-5	0.8	5	Cc1ccc(NC(=S)NNC(=O)CSc2nnc(SCc3ccccc3Cl)s2)cc1
6	4	4	2	-5	1	nt	0	-1.0	-4	Cc1nn(-c2ccccc2)c2sc(C(=O)NC3CCCc4ccccc43)cc12 (stereo unspecified)

Three structures already listed, ordered by SMILES length, largest number first:
MBD2 inh	TDP2 absorb	Tn6 DDE FP	Tn7 DDE FP	LEDGF integ inh	UHRF1 binding	TCR-CD3 inh	PRMT1 inh	KLK7 zymogen act	SIAE primary	molecule
2	-3	2	-9	6	0	4	-1	0.8	-1	Cc1ccccc1C(=O)N[C@H](C(=O)N1CCC[C@H]1C(=O)NC1CCCC1)C1CCCCC1
3	-18	-2	-4	-4	8	-5	4	-0.2	-3	CCOC(=O)/C(C#N)=C\c1ccc(O)c(OC)c1
8	-1	-4	3	1	5	5	2	0.3	-9	O=C(CCCc1ccccc1)NCCN1CCOCC1

Additional structures:
MBD2 inh	TDP2 absorb	Tn6 DDE FP	Tn7 DDE FP	LEDGF integ inh	UHRF1 binding	TCR-CD3 inh	PRMT1 inh	KLK7 zymogen act	SIAE primary	molecule
0	2	2	0	0	0	5	-3	-0.5	-4	C#CC(CC)(CC)NC(=O)NC1CCCCC1
-6	6	0	-6	5	1	1	0	0.2	0	Cc1cccc(-n2nc3c(c2NC(=O)c2cc4ccccc4o2)CS(=O)(=O)C3)c1
-5	-5	2	-3	3	-3	0	-7	-0.1	-3	O=C(Nc1ccccc1NC(=O)c1ccc(F)cc1)c1ccc(F)cc1
1	-1	-3	4	2	-1	-3	-1	0.1	3	COc1ccc(C(=O)c2[nH]c(N)c(C(=O)NCCc3c[nH]c4ccccc34)c2-c2ccc(OC)c(OC)c2)cc1
3	10	0	-3	2	0	0	-3	-0.5	3	COc1cccc(CC(=O)Nc2ccc(S(=O)(=O)Nc3nc(C)cc(C)n3)cc2)c1
1	6	5	-4	1	-1	0	-3	0.2	2	CCC(CC)NC(=O)c1n[nH]c(=O)c2ccccc12
2	4	3	-8	1	2	10	-5	0.1	0	CC(C)[C@H](NC(=O)C1CCN(S(=O)(=O)c2ccc(F)cc2)CC1)C(=O)NCc1ccco1
-1	-3	-1	-4	-1	0	6	0	0.2	2	O=C(Cc1ccc(-n2c(=O)[nH]c3ccsc3c2=O)cc1)N1CCN(c2ccc(Cl)cc2)CC1
3	9	-4	-4	0	0	-5	2	0.1	-1	Cc1ccc2nc(SCC(=O)Nc3ccc4c(c3)OCCO4)[nH]c2c1
2	6	0	-4	0	-2	5	2	-0.6	-2	CCc1nnc(NS(=O)(=O)c2ccc(NC(=O)CCC(=O)O)cc2)s1
